Bioassay records: PubChem, The Scripps Research Institute Molecular Screening Center
phage Ecoli inh = E. coli growth loss with phage present | growth absorbance | inhibition, % at 11.9 µM | 360,000 compounds, 0.26% hits; in the data active means inhibition above about 11%
* hit, by the source's call. A portion of the library; count on the stated rates, not on these rows.

For CCOC(=O)[C@]12Cc3ccc(C)cc3[C@H]1N(C1CCCCC1)C(=O)c1ccccc12 the results were phage Ecoli inh 4.4.
`O=C1c2ccccc2-n2nncc2C2c3cc(Br)ccc3CCN12` (stereo unspecified) gave phage Ecoli inh 4.4.
CSCCC(c1nnnn1C1CCCCC1)N1CCC(n2c(=O)[nH]c3ccccc32)CC1 (stereo unspecified) was read as phage Ecoli inh -0.2.
For Cc1cccc(C)c1-n1nnnc1C(C1CC1)N1CCC(n2c(=O)[nH]c3ccccc32)CC1 (stereo unspecified) the results were phage Ecoli inh 3.0.
`Cc1nc2ccccc2c(=O)n1-c1nccs1` gave phage Ecoli inh -0.3.
`C[C@]12CCC3C(CC[C@H]4C[C@H](O)CC[C@]34C)C1C[C@@H](O)[C@H]2O` (stereo partly specified) gave phage Ecoli inh 0.8.
`N#Cc1ccc2nc(-c3ccc(CN4CCC(n5c(=O)[nH]c6ccccc65)CC4)cc3)c(-c3ccccc3)nc2c1` gave phage Ecoli inh 2.3.
`CSCCC(c1nnnn1Cc1ccccc1)N1CCC2(CC1)C(=O)NCN2c1ccccc1` (stereo unspecified) gave phage Ecoli inh 0.1.
Screening CC(C)C(CN1CCC(C)(c2cccc(O)c2)[C@@H](C)C1)NC(=O)C1Cc2ccc(O)cc2CN1 (stereo partly specified) returned phage Ecoli inh 0.7.
For CO[C@H]1C=CCCC=CC(=O)O[C@H]([C@H](C)C(=O)CCCC2CC(=O)NC(=O)C2)C(C)=C[C@@H](C)[C@@H]1O the results were phage Ecoli inh 2.6.
For CCOC(=O)[C@]12Cc3c(cc(OC)c(OC)c3OC)[C@H]1N(C(C)C)C(=O)c1cc(OC)ccc12 the results were phage Ecoli inh 3.7.
`O=C1NCN(c2ccccc2)C12CCN(C(c1ccccc1)c1nnnn1Cc1ccccc1)CC2` (stereo unspecified) gave phage Ecoli inh -1.8.
Screening COc1ccc(C(=O)C2CCCN(CC3CCCCC3)C2)cc1OC (stereo unspecified) returned phage Ecoli inh 1.3.
For N#Cc1ccc(NC(=S)N2Cc3ccc(Br)cc3-n3nncc3C2)cc1 the results were phage Ecoli inh 2.2.
For CCCCn1nnnc1C(c1cccs1)N1CCC2(CC1)C(=O)NCN2c1ccccc1 (stereo unspecified) the results were phage Ecoli inh 4.1.
For O=C1NCN(c2ccccc2)C12CCN(C(c1cccc3ccccc13)c1nnnn1-c1ccc3c(c1)OCCO3)CC2 (stereo unspecified) the results were phage Ecoli inh 3.0.
For O=C1c2cccc(N3CCNCC3)c2C2CCCCN12 (stereo unspecified) the results were phage Ecoli inh 0.2.
CCCCn1nnnc1C(CC)N1CCC2(CC1)C(=O)NCN2c1ccccc1 (stereo unspecified) was read as phage Ecoli inh 2.0.
COc1ccc(N2C(=O)/C(=C/C=C/c3ccccc3[N+](=O)[O-])C(=O)NC2=S)cc1 was read as phage Ecoli inh 3.0.
`COC(=O)[C@@]1(Sc2ccc(C)cc2)CC(=O)N(P(=O)(OC)OC)[C@@H]1c1ccccc1` gave phage Ecoli inh 0.9.
For N#Cc1ccc2nc(-c3ccc(CN4CCC(n5nnc6ccccc65)CC4)cc3)c(-c3ccccc3)nc2c1 the results were phage Ecoli inh 0.2.
O=c1[nH]c2ccccc2n1C1CCN(Cc2ccc(-c3nc4ccc(F)cc4nc3-c3ccccc3)cc2)CC1 was read as phage Ecoli inh 4.1.
`O=C1C2CC=CCC2C(=O)N1SC(Cl)(Cl)Cl` (stereo unspecified) gave phage Ecoli inh 8.7.
For c1ccc(N2[C@@H]3CC[C@H]2c2ccncc2C3)cc1 the results were phage Ecoli inh 4.4.
O=S(=O)(c1cc(Cl)cc(Cl)c1)N1Cc2cc(-c3cccc(F)c3)ccc2-n2nncc2C1 was read as phage Ecoli inh 2.7.
For CS(=O)(=O)N1Cc2cc(Br)ccc2-n2nncc2C1 the results were phage Ecoli inh 1.4.
`O=C(NCCN1CCC2(CC1)C(=O)NCN2c1ccccc1)c1cc(C(F)(F)F)ccc1C(F)(F)F` gave phage Ecoli inh 3.2.
CCOC(=O)[C@]12Cc3ccccc3[C@H]1N(C1CCCCC1)C(=O)c1cc(OC)ccc12 was read as phage Ecoli inh 6.3.
For O=C1NCN(c2ccccc2)C12CCN(C(c1cccs1)c1nnnn1C1CCCCC1)CC2 (stereo unspecified) the results were phage Ecoli inh -0.6.
For Cc1cc(Br)cn2c(CC(=O)N3CCCCC3)c(-c3ccc(F)cc3)nc12 the results were phage Ecoli inh 1.7.
Screening CCOC(=O)[C@]12Cc3cc(Cl)ccc3[C@H]1N(C)C(=O)c1cc(OC)ccc12 returned phage Ecoli inh 1.9.
Cc1cccc2nc(-c3ccccc3)c(-c3ccc(CN4CCC(n5c(=O)[nH]c6ccccc65)CC4)cc3)nc12 was read as phage Ecoli inh 2.3.
COc1ccc(-n2nnnc2C(CCSC)N2CCC(n3c(=O)[nH]c4ccccc43)CC2)cc1 (stereo unspecified) was read as phage Ecoli inh 1.8.
`COc1ccc(-c2ccc3c(c2)CN(C(=S)NCCc2ccccc2)Cc2cnnn2-3)cc1` gave phage Ecoli inh 3.3.
S=C(NCCc1ccccc1)N1Cc2ccc(Br)cc2-n2nncc2C1 was read as phage Ecoli inh 2.0.
`CCOC(=O)[C@]12Cc3cc(Cl)ccc3[C@H]1N(Cc1ccccc1)C(=O)c1cc(OC)ccc12` gave phage Ecoli inh 7.3.
Screening O=C(NC1CN2CCC1CC2)c1ccc(Cl)cc1 (stereo unspecified) returned phage Ecoli inh 2.2.
Clc1ccc([C@@H]2CC3CCC2N3)cn1 (stereo partly specified) was read as phage Ecoli inh 3.1.
For COc1cc(C(=O)N2Cc3ccc(Br)cc3-n3nncc3C2)cc(OC)c1OC the results were phage Ecoli inh 3.3.
For CN1OC[C@@H]2CN3C4(C[C@@H]21)c1ccccc1C3(c1ccccc1)c1ccccc14 the results were phage Ecoli inh 3.8.
N#C/C(=C\c1cccc(O)c1)C(=O)O was read as phage Ecoli inh 1.9.
O=C(CCc1ccccc1)N1Cc2cc(-c3ccccc3)ccc2-n2nncc2C1 was read as phage Ecoli inh 2.8.
Cc1ccc(S(=O)(=O)N2Cc3cc(-c4cccc(F)c4)ccc3-n3nncc3C2)cc1 was read as phage Ecoli inh 0.9.
O=C1NCN(c2ccccc2)C12CCN(C(c1cc3ccccc3o1)c1nnnn1Cc1ccccc1)CC2 (stereo unspecified) was read as phage Ecoli inh 3.1.
`O=C1NCN(c2ccccc2)C12CCN(C(c1nnnn1C1CCCCC1)C1CC1)CC2` (stereo unspecified) gave phage Ecoli inh 1.7.
Screening CSCCC(c1nnnn1-c1c(C)cccc1C)N1CCC(n2c(=O)[nH]c3ccccc32)CC1 (stereo unspecified) returned phage Ecoli inh 0.3.
Screening c1cc2c(cc1-c1ccc3c(c1)OCO3)CNCc1cnnn1-2 returned phage Ecoli inh 4.5.
Screening O=C(c1ccccc1)N1Cc2cc(Br)ccc2-n2nncc2C1 returned phage Ecoli inh 2.1.
For O=P(OCCCl)(OCCCl)OCCCl the results were phage Ecoli inh 3.4.
For COc1ccc(CN2Cc3cc(-c4ccc(OC)cc4)ccc3-n3nncc3C2)cc1 the results were phage Ecoli inh 3.1.
`COc1ccc(C(c2nnnn2-c2ccc3c(c2)OCCO3)N2CCC3(CC2)C(=O)NCN3c2ccccc2)cc1` (stereo unspecified) gave phage Ecoli inh 1.3.
Screening Cc1cc(N2CCNC[C@@H]2C)ccc1N1CCN[C@@H](C)C1 returned phage Ecoli inh 1.1.
Screening c1ccc(-c2ccc3c(c2)CNCc2cnnn2-3)cc1 returned phage Ecoli inh 3.0.
Screening COC(=O)C1C(OC(=O)c2ccccc2)CC2CCC1[N+]2(C)C (stereo unspecified) returned phage Ecoli inh 3.1.
CCN(C)C(C)Cc1cccc(C(F)(F)F)c1 (stereo unspecified) was read as phage Ecoli inh 1.1.
CCOC(=O)[C@]12Cc3cc(Cl)ccc3[C@H]1N(C1CCCCC1)C(=O)c1cc(OC)ccc12 was read as phage Ecoli inh 11*.
`Cc1cc(O)ccc1Cl` gave phage Ecoli inh 2.1.
Screening Cc1ccc(C(=O)NCCN2CCC3(CC2)C(=O)NCN3c2ccccc2)cc1 returned phage Ecoli inh 2.6.
Fc1ccc(N2Cc3ccccc3-n3nncc3C2)cc1 was read as phage Ecoli inh 1.6.
Screening O=c1[nH]c2ccccc2n1C1CCN(C(CCc2ccccc2)c2nnnn2C2CCCCC2)CC1 (stereo unspecified) returned phage Ecoli inh 0.2.

Not a retest: an excerpt of the list.
Screening CSCCC(c1nnnn1-c1c(C)cccc1C)N1CCC(n2c(=O)[nH]c3ccccc32)CC1 (stereo unspecified) returned phage Ecoli inh 0.3.
Screening c1cc2c(cc1-c1ccc3c(c1)OCO3)CNCc1cnnn1-2 returned phage Ecoli inh 4.5.
Screening O=C(c1ccccc1)N1Cc2cc(Br)ccc2-n2nncc2C1 returned phage Ecoli inh 2.1.
For O=P(OCCCl)(OCCCl)OCCCl the results were phage Ecoli inh 3.4.
For COc1ccc(CN2Cc3cc(-c4ccc(OC)cc4)ccc3-n3nncc3C2)cc1 the results were phage Ecoli inh 3.1.
`COc1ccc(C(c2nnnn2-c2ccc3c(c2)OCCO3)N2CCC3(CC2)C(=O)NCN3c2ccccc2)cc1` (stereo unspecified) gave phage Ecoli inh 1.3.
Screening Cc1cc(N2CCNC[C@@H]2C)ccc1N1CCN[C@@H](C)C1 returned phage Ecoli inh 1.1.
Screening c1ccc(-c2ccc3c(c2)CNCc2cnnn2-3)cc1 returned phage Ecoli inh 3.0.
Screening COC(=O)C1C(OC(=O)c2ccccc2)CC2CCC1[N+]2(C)C (stereo unspecified) returned phage Ecoli inh 3.1.
CCN(C)C(C)Cc1cccc(C(F)(F)F)c1 (stereo unspecified) was read as phage Ecoli inh 1.1.
CCOC(=O)[C@]12Cc3cc(Cl)ccc3[C@H]1N(C1CCCCC1)C(=O)c1cc(OC)ccc12 was read as phage Ecoli inh 11*.
`Cc1cc(O)ccc1Cl` gave phage Ecoli inh 2.1.
Screening Cc1ccc(C(=O)NCCN2CCC3(CC2)C(=O)NCN3c2ccccc2)cc1 returned phage Ecoli inh 2.6.
Fc1ccc(N2Cc3ccccc3-n3nncc3C2)cc1 was read as phage Ecoli inh 1.6.
Screening O=c1[nH]c2ccccc2n1C1CCN(C(CCc2ccccc2)c2nnnn2C2CCCCC2)CC1 (stereo unspecified) returned phage Ecoli inh 0.2.

Additional structures:
`CC[C@]12CCN(CC3(O)CC3)C(Cc3ccc(O)cc31)C2(C)C` gave phage Ecoli inh 2.4.
For CC12CCC(O)CC1CCC1C2CCC2(C)C(C(=O)CO)CCC12 (stereo unspecified) the results were phage Ecoli inh 1.4.
CN1CC[C@@H]2CN[C@H](c3ccccc3Br)C[C@@H]21 was read as phage Ecoli inh 5.9.
`CC1C2Cc3ccc(O)cc3C1(C)CCN2CC1CC1` (stereo unspecified) gave phage Ecoli inh 0.7.
`CCOC(=O)[C@]12Cc3c(cc(OC)c(OC)c3OC)[C@H]1N(C)C(=O)c1cc(OC)ccc12` gave phage Ecoli inh 0.3.
Cc1ccc(OC(=O)N(C)C[C@H]2OCc3cnnn3CCCC(=O)N([C@@H](C)CO)C[C@@H]2C)cc1 was read as phage Ecoli inh -0.1.
`COc1ccc2c(c1)C13CCN4CC5=CCOC6CC(=O)N2C1C6C5CC43` (stereo unspecified) gave phage Ecoli inh -0.3.
Screening CCCCCN1C(=O)c2ccccc2[C@@]2(C(=O)OCC)Cc3cc(Cl)ccc3[C@@H]12 returned phage Ecoli inh 0.2.
`CCOC(=O)[C@]12Cc3cc4ccccc4cc3[C@H]1N(Cc1ccccc1)C(=O)c1ccccc12` gave phage Ecoli inh 6.4.
Screening CNCC(=O)c1ccc(O)c(O)c1 returned phage Ecoli inh -4.2.
For CN1CC2CN(Cc3ccccc3)S(=O)(=O)C2C1 (stereo unspecified) the results were phage Ecoli inh 3.7.
c1ccc2c(CCN3CCCCC3)c[nH]c2c1 was read as phage Ecoli inh 1.2.
`O=C1NCN(c2ccccc2)C12CCN(C(CCc1ccccc1)c1nnnn1C1CCCC1)CC2` (stereo unspecified) gave phage Ecoli inh -2.1.
Clc1cccc(N2Cc3ccccc3-n3nncc3C2)c1 was read as phage Ecoli inh -0.7.
For O=S(=O)(c1ccc(Cl)cc1)N1Cc2ccc(Br)cc2-n2nncc2C1 the results were phage Ecoli inh 2.5.
For C[C@H]1COc2cc(N3CCN(C)CC3)ccc2S(=O)(=O)N1 the results were phage Ecoli inh 1.4.
`Cc1ccccc1OP(=O)(Oc1ccccc1C)N1CCOCC1` gave phage Ecoli inh 3.3.
For C=C1C(=O)OC2CCN3CC=C(COC(=O)C(C)(O)C4(CO4)C1C)C23 (stereo unspecified) the results were phage Ecoli inh 1.1.
For Brc1ccc2c(c1)-n1nncc1CN(CC1CCCCC1)C2 the results were phage Ecoli inh 0.6.
c1cc2c(cc1N1CCCCC1)CNCc1cnnn1-2 was read as phage Ecoli inh 1.7.
CCOC(=O)[C@]12Cc3cc(C)ccc3[C@H]1N(Cc1ccccc1)C(=O)c1cc(OC)ccc12 was read as phage Ecoli inh -1.7.
Screening COc1cccc(NC2=NCCS2)c1 returned phage Ecoli inh 2.5.
`Clc1cc(Cl)cc(CN2Cc3cc(Br)ccc3-n3nncc3C2)c1` gave phage Ecoli inh 3.3.
For Fc1ccc2nc(-c3ccc(CN4CCC(n5nnc6ccccc65)CC4)cc3)c(-c3ccccc3)nc2c1 the results were phage Ecoli inh 1.3.
Screening CCN(CC)C(=O)[C@@H]1C=C2c3cccc4[nH]c(Br)c(c34)C[C@H]2N(C)C1 returned phage Ecoli inh 0.4.
Screening CCCCCN1C(=O)c2cc(OC)ccc2[C@@]2(C(=O)OCC)Cc3cc(Cl)ccc3[C@@H]12 returned phage Ecoli inh 7.7.
For O=C1CC2OCC=C3CN4CCC56c7ccccc7N1C5C2C3CC46O (stereo unspecified) the results were phage Ecoli inh 1.6.
Screening COc1cccc(C(c2nnnn2-c2c(C)cccc2C)N2CCC(n3c(=O)[nH]c4ccccc43)CC2)c1OC (stereo unspecified) returned phage Ecoli inh 0.5.
S=C(NCCc1ccccc1)N1Cc2cc(N3CCCCC3)ccc2-n2nncc2C1 was read as phage Ecoli inh -1.5.
For NC(Cc1ccc(F)cc1)c1csc(Nc2ccccn2)n1 (stereo unspecified) the results were phage Ecoli inh -0.6.
CC(C)N1CCOC(c2ccc(O)c(O)c2)C1 (stereo unspecified) was read as phage Ecoli inh -5.0.
